L929 necroptosis: inhibitors of zVAD-triggered necroptosis, primary screen, L929 cells; L929 zVAD necroptosis rescue, ATP luminescence, 24 h; with zVAD 60 µM; viability rescue, % at 10 µM; 0.38% of 220,000 active; AID 1377, 2008;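 active means activation, scaled between plate controls, above about 75%, limit read from the data; inactive means activation under that limit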;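 further: 0% = zVAD with DMSO and 100% = DMSO alone without zVAD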
Calpain2 inh: inhibitors of pig calpain II, primary screen, biochemical, fluorogenic peptide substrate, 1536-well; inhibition, % at 16 µM; 0.37% of 220,000 active; purified calpain II, 30 min; AID 1236, 2008;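 active means inhibition above about 50%, limit read from the data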
TbHK1 inh: Trypanosoma brucei hexokinase 1 inhibitors, primary screen, biochemical, G6PDH-coupled NADH absorbance, MLSCN library. inhibition, % at 10 µM. 0.11% of 220,000 active. hexokinase 1 [Trypanosoma brucei]. recombinant TbHK1, G6PDH-coupled NADH A340;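 active means inhibition of 50% or more in the single-dose primary screen; inactive means inhibition below 50%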
EP2 antag: human EP2 receptor antagonists, primary screen, TR-FRET cAMP, C6 glioma cells; Prostaglandin E2 receptor EP2 subtype (Homo sapiens), P43116; inhibition, % at 25 µM; C6 glioma cells expressing human EP2; cells stimulated with saturating PGE2; 0.52% of 260,000 active;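 active means percent inhibition above 40 after rounding to a whole number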;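 further: rat C6 glioma host cells with rolipram phosphodiesterase inhibitor present; the protocol text gives 20 µM as final concentration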
Rad51 HR inh: human RAD51 strand exchange inhibitors, primary screen, biochemical, fluorescence. 0.085% of 200,000 active. DNA repair protein RAD51 homolog 1 (Homo sapiens), Q06609. inhibition, % at 10 µM. hRad51 DNA strand exchange, fluorescence dequenching. AID 1385, 2008;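 active means inhibition above 40% at the single screening dose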;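 further: 0% = DMSO control wells and 100% = blanks with heterologous ssDNA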
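Read-out basis: percent inhibition relative to plate controls and blanks / Assay system: human Rad51 nucleoprotein filaments preassembled on unlabelled ssDNA / Timing: filaments 15 min 37 °C, then compound 30 min / Control set: per-plate controls and blanks / Technique: fluorescence dequenching at 485/520 nm / Compound: 10 µM final, single point / Also added: Fluorescein- and BHQ1-tagged 47-mer duplex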
Hck-Nef inh: inhibitors of Nef-activated human Hck kinase, primary screen, biochemical, Z-Lyte FRET, 384-well, Hck-YEEI; Tyrosine-protein kinase HCK (Homo sapiens), P08631; inhibition, % at 20 µM; AID 463187, 2010; 0.68% of 220,000 active; Recombinant Hck-YEEI plus Nef, Z-Lyte FRET kinase assay;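 active means Hck-Nef kinase inhibition above about 50%, limit read from the data; inactive means inhibition below that limit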;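 further: 0% = DMSO with Hck plus Nef and 100% = Hck alone without Nef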
Target sequence (P08631 whole entry, looked up): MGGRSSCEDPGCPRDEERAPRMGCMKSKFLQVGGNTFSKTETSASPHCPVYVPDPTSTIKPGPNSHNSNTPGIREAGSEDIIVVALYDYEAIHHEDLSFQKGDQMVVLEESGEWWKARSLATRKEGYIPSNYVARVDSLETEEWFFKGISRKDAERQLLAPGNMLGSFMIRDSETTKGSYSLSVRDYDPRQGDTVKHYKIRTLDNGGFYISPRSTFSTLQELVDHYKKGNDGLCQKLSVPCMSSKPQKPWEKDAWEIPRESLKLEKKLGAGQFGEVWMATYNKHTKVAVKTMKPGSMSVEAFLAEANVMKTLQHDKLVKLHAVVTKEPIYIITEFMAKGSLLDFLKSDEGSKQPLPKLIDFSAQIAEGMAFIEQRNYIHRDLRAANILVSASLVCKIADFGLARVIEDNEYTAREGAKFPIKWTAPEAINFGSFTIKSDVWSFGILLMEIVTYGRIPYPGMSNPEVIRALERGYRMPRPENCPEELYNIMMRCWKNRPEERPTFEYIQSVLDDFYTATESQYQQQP
14-3-3 Bad PPI: inhibitors of 14-3-3 zeta/Bad binding, primary screen, biochemical, TR-FRET, bovine 14-3-3 zeta. 14-3-3 protein zeta/delta (Bos taurus), P63103. TR-FRET 14-3-3zeta/Dy647-pBad peptide displacement, 1 h. inhibition, % at 21.7 µM. 0.71% of 220,000 active. AID 781, 2007;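 active means inhibition above about 70%, limit read from the data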;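 further: 0% = full 14-3-3 plus peptide FRET controls and 100% = background without 14-3-3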
Target sequence (P63103 whole entry, looked up): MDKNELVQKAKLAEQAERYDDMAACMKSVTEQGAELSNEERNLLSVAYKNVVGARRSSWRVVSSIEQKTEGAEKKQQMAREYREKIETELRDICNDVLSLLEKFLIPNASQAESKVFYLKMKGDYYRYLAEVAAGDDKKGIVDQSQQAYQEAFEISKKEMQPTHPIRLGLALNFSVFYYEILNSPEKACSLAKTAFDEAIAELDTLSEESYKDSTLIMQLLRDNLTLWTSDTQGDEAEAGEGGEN
EP2 mod: EP2 receptor modulators, cAMP readout, primary screen, cell-based, HTRF cAMP, PGE2 stimulation | EP2-expressing cells, cAMP HTRF FRET, PGE2 co-stimulation | 0.83% of 260,000 active | induction, % at 25 µM;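 active means compounds whose cAMP rise, as percent of the full-agonist control response, exceeds 60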;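 further: rat C6 glioma line stably carrying human EP2 under a CMV promoter; the protocol text gives 20 µM as final concentration; 100% = response of wells given 1 µM PGE2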
eIF4E-4G inh: eIF4E–eIF4G protein interaction inhibitors, primary screen, biochemical, uHTS, TR-FRET, eIF4GI fragment; TR-FRET eIF4E-eIF4GI(517-606) binding, 2 h; Eukaryotic translation initiation factor 4E (Mus musculus) + Eukaryotic translation …; 0.37% of 220,000 active; inhibition, % at 21.7 µM;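 active means inhibition above about 30%, limit read from the data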;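 further: 0% = full FRET control wells and 100% = background wells lacking eIF4GI fragment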
Numbers without * were called inactive; x = not tested or not shown; [ ] = remark or other dose.

| No. | Molecule | L929 necroptosis | Calpain2 inh | TbHK1 inh | EP2 antag | Rad51 HR inh | Hck-Nef inh | 14-3-3 Bad PPI | EP2 mod | eIF4E-4G inh |
| --- | --- | --- | --- | --- | --- | --- | --- | --- | --- | --- |
| 1 | O=C(NCCCCc1ccccc1)C12CN(Cc3ccccc3)CC1C(c1ccc([N+](=O)[O-])cc1)=NO2 (stereo not given) | -0.1 | 30 | 1 | 6 | 3 | 0 | 44 | 13 | -10 |
| 2 | Cc1cc(-c2ccccc2)n2nc(C)c(-c3ccccc3)c2n1 | -0.3 | -49 | 4 | 13 | -3 | 0 | -14 | 56 | 8 |
| 3 | O=Cc1cccc(OC(=O)c2ccc(Cl)cc2Cl)c1 | 0.9 | -19 | -4 | 7 | 1 | 4 | -16[fluorescence artefact?] | 64* | 10[fluorescence artefact?] |
| 4 | O=C(CNc1ccc2c(c1)OCO2)N/N=C\c1cn(Cc2ccccc2)c2ccccc12 | 0.9 | -38 | -7 | 7 | 11 | 1 | -5 | 16 | 1 |
| 5 | COC(=O)C1=C(C)NC2=C(C(=O)CCC2)C1c1ccc(-c2ccsc2C(=O)OC)o1 (stereo not given) | 1.1 | -26 | -21 | 16 | -4 | 2 | -4 | -39 | -3 |
| 6 | COc1cc(/C=N/NC(=O)CSc2n[nH]c(=O)[nH]c2=O)cc(OC)c1O | 1.8 | -16 | -16 | 16 | 4 | 10 | 11 | 34 | 8 |
| 7 | Cc1ccc(S(=O)(=O)c2nc(NCCCn3ccnc3)sc2Cl)cc1 | 0.3 | -44 | 3 | 10 | -8 | 0 | -5[fluorescence artefact?] | -10 | -10[fluorescence artefact?] |
| 8 | CC(C)NC(=O)COc1ccc(OCc2ccccc2)cc1 | 2.2 | -6 | 0 | 11 | -1 | 18 | -7 | -26 | -2 |
| 9 | CCOC(=O)C1CCN(S(=O)(=O)c2cccc(-c3cn4cccnc4n3)c2)CC1 | -0.5 | -489 | -19 | 8 | -2 | 9 | -5 | -29 | 0 |
| 10 | O=C(NCc1csc(-c2cccs2)n1)c1cccc(Cl)c1 | 0.3 | -4 | -10 | 9 | -7 | 7 | 2 | -41 | -2 |
| 11 | NCCCC[C@H]1CNC(=O)C(=O)N1CCc1cccc2ccccc12 | -0.8 | -3 | 0 | 11 | -1 | 30 | -3 | 27 | -7 |
| 12 | CS(=O)(=O)N(Cc1ccc(C(=O)NCc2ccco2)cc1)c1ccccc1 | -0.2 | 7 | -1 | 10 | -6 | -1 | -10 | -43 | 11[fluorescence artefact?] |

Nos. 6 through 12 from above:
| No. | Molecule | L929 necroptosis | Calpain2 inh | TbHK1 inh | EP2 antag | Rad51 HR inh | Hck-Nef inh | 14-3-3 Bad PPI | EP2 mod | eIF4E-4G inh |
| --- | --- | --- | --- | --- | --- | --- | --- | --- | --- | --- |
| 6 | COc1cc(/C=N/NC(=O)CSc2n[nH]c(=O)[nH]c2=O)cc(OC)c1O | 1.8 | -16 | -16 | 16 | 4 | 10 | 11 | 34 | 8 |
| 7 | Cc1ccc(S(=O)(=O)c2nc(NCCCn3ccnc3)sc2Cl)cc1 | 0.3 | -44 | 3 | 10 | -8 | 0 | -5[fluorescence artefact?] | -10 | -10[fluorescence artefact?] |
| 8 | CC(C)NC(=O)COc1ccc(OCc2ccccc2)cc1 | 2.2 | -6 | 0 | 11 | -1 | 18 | -7 | -26 | -2 |
| 9 | CCOC(=O)C1CCN(S(=O)(=O)c2cccc(-c3cn4cccnc4n3)c2)CC1 | -0.5 | -489 | -19 | 8 | -2 | 9 | -5 | -29 | 0 |
| 10 | O=C(NCc1csc(-c2cccs2)n1)c1cccc(Cl)c1 | 0.3 | -4 | -10 | 9 | -7 | 7 | 2 | -41 | -2 |
| 11 | NCCCC[C@H]1CNC(=O)C(=O)N1CCc1cccc2ccccc12 | -0.8 | -3 | 0 | 11 | -1 | 30 | -3 | 27 | -7 |
| 12 | CS(=O)(=O)N(Cc1ccc(C(=O)NCc2ccco2)cc1)c1ccccc1 | -0.2 | 7 | -1 | 10 | -6 | -1 | -10 | -43 | 11[fluorescence artefact?] |

(next part)
| No. | Molecule | L929 necroptosis | Calpain2 inh | TbHK1 inh | EP2 antag | Rad51 HR inh | Hck-Nef inh | 14-3-3 Bad PPI | EP2 mod | eIF4E-4G inh |
| --- | --- | --- | --- | --- | --- | --- | --- | --- | --- | --- |
| 13 | CC(C)COCC1CC2(CC(C)(c3csc(N)n3)OC2=O)C(=O)O1 (stereo not given) | 1.8 | -4 | 1 | -4 | -5 | 4 | 8 | -2 | 1 |
| 14 | O=C(c1ccco1)N1CCN(C2=NS(=O)(=O)c3ccccc32)CC1 | -0.1 | -46 | -3 | 12 | 0 | 1 | -7[fluorescence artefact?] | 26 | -12[fluorescence artefact?] |
| 15 | Cc1[nH]c(=O)c(C(=O)c2cc(Cl)ccc2O)cc1C(=O)O | 1.2 | -15 | -12 | 8 | -7 | 4 | -10 | 4 | -3 |
| 16 | COc1ccc(-n2c(C)cc(/C=C3/SC(=S)N(C)C3=O)c2C)cc1 | x | -1 | -12 | 8 | x | 3 | 2[fluorescence artefact?] | 16 | 0 |
| 17 | C#CCOC(=O)CCC(=O)Nc1cc(OC)nc(OC)n1 | -0.4 | -10 | 2 | 1 | -3 | 2 | -3 | 3 | 2[fluorescence artefact?] |
| 18 | CSC1=C(C#N)C(c2ccc(C)s2)CC(=O)N1 (stereo not given) | 4.7 | 17 | 0 | 10 | 4 | 5 | -18[fluorescence artefact?] | 1 | 3 |
| 19 | CCc1nnc(NC(=O)c2ccc3ncsc3c2)s1 | 0.9 | -17 | -20 | 9 | x | 18 | 14 | 14 | -5 |
| 20 | COc1ccc(-c2ccc(-c3nc4c(c(=O)[nH]c(=O)n4Cc4ccccc4)n3C)o2)c([N+](=O)[O-])c1 | 0.2 | 10 | -6 | 12 | -3 | 0 | 51 | -6 | 7[fluorescence artefact?] |
| 21 | CCCn1c(=O)c2ccccc2n2c(SCc3cc(=O)oc4ccc5ccccc5c34)nnc12 | -0.6 | -206 | 16 | 9 | x | 3 | -20 | 9 | -10 |
| 22 | O=C(/C=C/Sc1ccccc1)c1ccc(Cl)cc1 | -0.2 | -12 | 2 | 3 | -8 | 2 | -1 | -28 | 4 |
| 23 | CSc1ncc(Cl)c(C(=O)Nc2cccc3ccccc23)n1 | -0.3 | 3 | -7 | 5 | -3 | 5 | 2 | 17 | 2[fluorescence artefact?] |
| 24 | CC(C)c1nc2oc3c(NCCO)ncnc3c2c2c1COC(C)(C)C2 | -0.8 | -91 | -16 | 4 | 5 | 25 | 5 | 2 | -8 |
| 25 | COc1ccc(CN2C(=O)N(c3ccc(OC)cc3)C(=O)C2CC(=O)Nc2ccccc2)cc1 (stereo not given) | 0.8 | 8 | 1 | 8 | 0 | 16 | -6 | 21 | -3 |
| 26 | CCOCCn1c(CN2CCC(C)CC2)nc2c1c(=O)n(C)c(=O)n2C | 1.0 | 7 | 2 | 10 | -1 | -4 | 3 | 7 | 6 |
| 27 | CC(=O)c1c(C)n([O-])c2cc(C)ccc2[n+]1=O | 0.3 | -44 | -13 | 1 | -1 | 1 | -6 | -6 | 9 |

Entries of single compounds, quoted from the list. Screens in order: L929 necroptosis | Calpain2 inh | TbHK1 inh | EP2 antag | Rad51 HR inh | Hck-Nef inh | 14-3-3 Bad PPI | EP2 mod | eIF4E-4G inh
CSc1ncc(Cl)c(C(=O)Nc2cccc3ccccc23)n1 as listed: -0.3 | 3 | -7 | 5 | -3 | 5 | 2 | 17 | 2[fluorescence artefact?]
CCOCCn1c(CN2CCC(C)CC2)nc2c1c(=O)n(C)c(=O)n2C as listed: 1.0 | 7 | 2 | 10 | -1 | -4 | 3 | 7 | 6

Screening data: PubChem BioAssay, several laboratories

Not all compounds are listed (hit frequency here may not be typical).
